AddAB inh: less growth of phage-infected E. coli with AddAB; E. coli expressing H. pylori AddAB, absorbance growth; inhibition, % at 11.9 µM; hit rate 0.29% among 330,000; in the data active = inhibition above about 12%;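 note: 0% = vehicle wells of infected cells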
Rtt109 HAT inh: blocks Candida albicans Rtt109/Vps75 acetyltransferase activity. inhibition, % at 34.9 µM. hit rate 0.16% among 330,000. Q5AAJ8. purified Rtt109/Vps75, ThioGlo CoA-SH fluorescence, 4 h. AID 540336;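 active = inhibition of at least 50% in every replicate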
Target sequence (Q5AAJ8 whole entry, looked up): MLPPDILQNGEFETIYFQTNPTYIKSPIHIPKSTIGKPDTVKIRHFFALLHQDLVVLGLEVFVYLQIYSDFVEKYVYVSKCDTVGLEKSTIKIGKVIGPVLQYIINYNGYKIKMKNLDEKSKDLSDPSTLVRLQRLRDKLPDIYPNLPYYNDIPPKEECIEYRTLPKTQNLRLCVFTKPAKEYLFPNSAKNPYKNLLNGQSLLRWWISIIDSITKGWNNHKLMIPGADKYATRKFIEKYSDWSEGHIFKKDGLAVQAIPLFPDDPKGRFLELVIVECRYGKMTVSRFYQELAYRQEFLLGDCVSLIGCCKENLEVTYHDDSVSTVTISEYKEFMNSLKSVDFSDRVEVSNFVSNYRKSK
PvdQ acylase: blocks Pseudomonas aeruginosa PvdQ acylase activity; purified PvdQ acylase, fluorescence plate reader; inhibition, % at 10 µM; hit rate 0.063% among 340,000; in the data active = inhibition above about 30%, passing the limit was not always enough;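 note: 0% = vehicle neutral wells and 100% = reference inhibitor wells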
PfHsp90 set2: inhibits growth of yeast expressing Plasmodium falciparum Hsp90 | S. cerevisiae expressing PfHsp90, BacTiter-Glo ATP, 48 h; yeast lacking PDR1 and PDR3 efflux regulators | inhibition, % at 9.4 µM | hit rate 0.32% among 310,000;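 active = every replicate shows inhibition above about 80%, whatever the replicate mean, limit read from the data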;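 note: 0% = DMSO neutral controls and 100% = 20 µM radicicol positive controls; yeast relying on Plasmodium falciparum Hsp90 in place of its own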
phage Ecoli inh: E. coli growth loss with phage present; growth absorbance; inhibition, % at 11.9 µM; hit rate 0.26% among 360,000; AID 651602; in the data active = inhibition above about 11%
DAGLB inh: diacylglycerol lipase beta (human) inhibition. AID 504411. HEK293T DAGLB membrane lysate, EnzChek fluorogenic substrate. hit rate 0.059% among 340,000. Q8NCG7. inhibition, % at 5.17 µM; in the data active = inhibition above about 34%;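 note: 0% = enzyme with vehicle and 100% = wells lacking enzyme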
Target sequence (Q8NCG7 whole entry, looked up): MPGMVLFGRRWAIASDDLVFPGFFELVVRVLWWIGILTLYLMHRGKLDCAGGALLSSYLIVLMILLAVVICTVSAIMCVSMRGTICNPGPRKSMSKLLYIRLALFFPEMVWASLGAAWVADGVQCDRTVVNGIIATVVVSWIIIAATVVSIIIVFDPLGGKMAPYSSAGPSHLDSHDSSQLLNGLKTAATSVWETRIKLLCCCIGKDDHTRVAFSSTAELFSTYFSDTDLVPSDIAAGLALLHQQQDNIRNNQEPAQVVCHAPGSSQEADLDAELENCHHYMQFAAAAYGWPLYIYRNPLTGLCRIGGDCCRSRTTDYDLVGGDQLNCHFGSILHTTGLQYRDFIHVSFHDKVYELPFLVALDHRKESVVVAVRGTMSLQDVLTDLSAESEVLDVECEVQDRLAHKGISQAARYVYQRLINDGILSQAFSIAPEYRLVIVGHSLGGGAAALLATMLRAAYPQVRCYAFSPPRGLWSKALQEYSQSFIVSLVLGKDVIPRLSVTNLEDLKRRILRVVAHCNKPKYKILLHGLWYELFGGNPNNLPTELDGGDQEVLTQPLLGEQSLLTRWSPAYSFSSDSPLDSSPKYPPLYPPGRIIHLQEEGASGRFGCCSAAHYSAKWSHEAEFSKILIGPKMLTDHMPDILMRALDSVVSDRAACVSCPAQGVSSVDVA
E coli growth: reduces bacterial viability in AddAB counter-screen. E. coli V3065 growth, OD600 absorbance, 18 h. inhibition, % at 11.9 µM. hit rate 0.27% among 330,000. AID 449728;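 active = inhibition above the campaign's mean inhibition across all tested compounds plus 3 SD, cut at about 9.9% in these data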;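 note: uninfected addAB+ strain grown without phage in ampicillin broth; 0% = DMSO wells and 100% = ciprofloxacin 0.95 µg/ml wells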
Tat transport: E. coli Tat transport inhibition; inhibition, % at 10 µM; hit rate 0.036% among 340,000; E. coli MC4100 TorA-mCherry Tat export, fluorescence; AID 488895;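 active = mean replicate inhibition at least 50% and at least half of replicates individually reaching 50%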;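 note: exported cargo escapes ClpAP degradation while cytoplasmic cargo is degraded and loses fluorescence; 0% = median of neutral control wells and 100% = median of NaSCN control wells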
Wnt act: Wnt/beta-catenin pathway activation; Wnt/beta-catenin reporter cell assay, activator, plate reader; activation, % at 9.35 µM; hit rate 1.2% among 300,000; in the data active = activation above about 30%, passing the limit was not always enough;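 note: 0% = neutral control wells and 100% = positive control wells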
CAL PDZ inh: blocks peptide binding to human CAL PDZ domain; purified CAL PDZ, TMR-peptide fluorescence polarization, 1 h; Q9HD26; inhibition, % at 20 µM; hit rate 0.02% among 330,000;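 active = highest replicate inhibition of at least 40%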;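 note: plate controls were DMSO neutral control wells for no effect and unlabeled competitor peptide control wells for full effect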
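Material: tagged CAL PDZ protein CerCALP, purified; buffer or medium: sodium phosphate/NaCl buffer pH 7.4 with TCEP, IgG, Thesit; also added: fluorescent TMR peptide probe; schedule: 1 h incubation at room temperature before polarization reading; technique: fluorescence polarization from S- and P-plane intensities, G-factor corrected; control set: unlabelled peptide and DMSO controls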
An asterisk follows results filed as active; / = not tested or not shown.

SMILES	AddAB inh	Rtt109 HAT inh	PvdQ acylase	PfHsp90 set2	phage Ecoli inh	DAGLB inh	E coli growth	Tat transport	Wnt act	CAL PDZ inh
COC(=O)C1=C(C)NC=C([N+](=O)[O-])C1c1ccc(OC)cc1 (configuration not stated)	1.0	/	10	9	2.7	3	0.0	0	0	-2.2
CCc1[nH]nc2c1C1(CCOC1C)C(C#N)=C(N)O2 (configuration not stated)	2.4	9	9	-2	2.6	0	1.1	-6	-1	-0.9
Cc1cccc(NC(=O)c2ccc3nc(N4CCOCC4)sc3c2)c1C	1.4	4	-3	5	2.1	-6	1.4	0	-1	-1.4
CC[C@]12c3[nH]c4ccccc4c3CCN1C(=O)C(CC(=O)NCc1ccco1)C[C@@H]2C(=O)N1CCN(C(=O)c2ccco2)CC1 (some centres not stated)	-1.3	-4	1	-22	0.2	1	-3.2	-6	-1	0.3
O=c1[nH]c2ccc(S(=O)(=O)NCCO)cc2[nH]1	0.9	-9	9	1	5.7	-1	1.2	-13	-1	0.8
O=C(O)c1cccc2c1C(=O)N(c1ccc3c(c1)Cc1ccccc1-3)C2=O	/	0	-1	5	3.0	-1	/	-5	-1	-4.1
Cc1ccc2sc(N(CCCN(C)C)C(=O)c3ccc(Br)s3)nc2c1C	3.3	19	6	0	-0.8	-11	-0.1	2	-1	-2.4
CCN(CC)CCN1C(=O)c2oc3ccccc3c(=O)c2C1c1ccc(F)cc1 (configuration not stated)	-0.1	-4	-15	/	-0.8	-1	1.2	-4	/	-2.4
COc1cccc(O)c1CN1CCC(C(=O)Nc2ccc(Oc3cccnc3)cc2)CC1	-0.8	3	-8	0	2.0	4	1.1	24	-4	-0.7
CC(C)c1ccc(/C=C2\SC(=O)N(CC(=O)NC3C=CS(=O)(=O)C3)C2=O)cc1 (configuration not stated)	2.9	-5	-3	7	-1.5	3	0.8	8	16	-0.9
CN1CCN(c2nc(-c3ccccc3)nc3c2oc2ccccc23)CC1	-1.2	4	1	-2	-2.4	-2	-3.0	-7	/	-2.0
Cc1nc2ccccc2n1C1CCN(CC(=O)Nc2ccccc2Br)CC1	5.8	3	3	5	3.4	1	0.8	11	-1	-1.1
CC1CCCN(CCOCCOc2ccccc2-c2ccccc2)C1 (configuration not stated)	4.5	-5	-20	8	3.8	-1	0.5	13	-5	0.7
Cc1c(C(=O)N2CCN(C(=O)c3ccccc3)CC2)oc2ccc(F)cc12	-1.4	2	-15	/	3.5	-4	-4.6	-3	3	-1.9
O=C(c1ccco1)N1CCN(C(=O)c2sccc2-c2ccccc2)CC1	2.4	4	-14	-10	0.8	2	-2.2	-31	-2	-1.3
COc1ccc(C/C(O)=C(\C#N)c2nc3ccccc3[nH]2)cc1OC	0.6	0	4	-1	0.2	-2	-3.7	-5	/	1.0
S=C(Nc1cccc(Cl)c1Cl)NC1CCN(Cc2ccccc2)CC1	/	-7	-15	-4	1.3	3	/	0	0	0.0
COc1ccc(/C=C/C(=O)Nc2ccccc2C(F)(F)F)cc1	0.4	6	-9	17	3.8	-2	-1.7	-3	/	0.2
Cc1nc(Cc2nnc(SC(C)C(=O)N3c4ccccc4NC(=O)C3(C)C)o2)cs1 (configuration not stated)	0.2	-10	-10	2	-2.0	-1	-0.6	-10	-1	0.1
Cc1c(NS(=O)(=O)c2ccc(Cl)c(C(=O)OC(C)C(=O)N3CCOCC3)c2)c(=O)n(-c2ccccc2)n1C (configuration not stated)	4.5	1	-2	17	4.5	0	1.1	2	-3	-0.4
O=C(Nc1cccnc1)c1ccc(S(=O)(=O)N2CCCCCC2)cc1	-0.5	8	1	3	1.5	-1	0.5	-8	/	0.1
COc1ccc(C(=O)OCC(=O)c2cc(OC)ccc2OC)c(OC)c1	2.8	6	-13	-1	1.8	-5	0.2	17	/	-1.3
CCC(=O)NC1=C(Cl)C(=O)C(NC(=O)CC)=C(Cl)C1=O	/	-1	1	14	0.0	-2	/	1	2	2.4
Nc1cc(=O)[nH]c(SCc2nnc(-c3ccccc3)o2)n1	1.0	8	-13	/	2.3	3	-1.6	-12	0	-1.0
O=S(=O)(c1ccc(Cl)cc1)N1CCC(O)(c2cccnc2)CC1	2.5	-2	4	4	0.5	0	-0.4	-5	-7	0.3

Sorted by the number under phage Ecoli inh (falling): three from the list above
structure	AddAB inh	Rtt109 HAT inh	PvdQ acylase	PfHsp90 set2	phage Ecoli inh	DAGLB inh	Tat transport	Wnt act	CAL PDZ inh
COc1ccc(C(=O)OCC(=O)c2cc(OC)ccc2OC)c(OC)c1	2.8	6	-13	-1	1.8	-5	17	/	-1.3
COc1ccc(C/C(O)=C(\C#N)c2nc3ccccc3[nH]2)cc1OC	0.6	0	4	-1	0.2	-2	-5	/	1.0
CN1CCN(c2nc(-c3ccccc3)nc3c2oc2ccccc23)CC1	-1.2	4	1	-2	-2.4	-2	-7	/	-2.0

(next part)
SMILES	AddAB inh	Rtt109 HAT inh	PvdQ acylase	PfHsp90 set2	phage Ecoli inh	DAGLB inh	E coli growth	Tat transport	Wnt act	CAL PDZ inh
COc1cccc(CNC(=O)c2ccc(C)c(S(=O)(=O)N3CCOCC3)c2)c1	1.4	-7	-5	18	1.2	3	-0.6	3	-3	-2.6
COc1ccc(N2CCN(c3ccc(Cl)nn3)CC2)cc1	-2.0	-5	-13	-53	0.4	-10	-0.1	1	4	-0.5
COc1ccc(C(=O)OCC(=O)N2CCOCC2)cc1S(=O)(=O)N1CCOCC1	1.8	-4	-10	1	0.8	0	-0.3	-2	-2	0.7
COC(=O)c1[nH]c2cc(OC)c(OC)cc2c1NC(=O)c1cccc(OC)c1	2.7	-3	19	-10	1.4	0	-0.5	-14	0	0.6
N/C(=N\c1nc2c(c(=O)[nH]1)CCC2)Nc1ccccc1	1.1	-22	-7	7	2.6	1	2.1	-4	1	-1.7
CCOc1ccc(CN2CCCC(N3CCN(c4ccc(OC)cc4)CC3)C2)cc1 (configuration not stated)	3.7	-2	-5	4	2.2	2	-0.5	6	0	-0.8
CC(NC(=O)COC(=O)CCc1ccc(S(=O)(=O)N2CCOCC2)cc1)C1CC2CCC1C2 (configuration not stated)	2.6	18	10	0	1.6	-2	-0.2	9	-2	0.5
Cc1nc(/C=[N+](\[O-])C(C)(C)/C=N/O)n(O)c1C	0.5	-8	-6	12	1.5	0	-1.4	-6	/	0.0
O=C1NC(SCCCF)=N/C1=C/c1ccc(-n2cncn2)cc1	-0.1	5	-3	2	-0.7	0	0.7	-4	-2	-3.0
Cc1ccc(C)c(S(=O)(=O)NC(CCC(N)=O)C(=O)O)c1 (configuration not stated)	2.1	12	-16	-15	1.5	-2	1.1	-2	/	-0.4
CCOc1ccc(CCNC(=O)COC(=O)COc2ccc(Cl)cc2)cc1OCC	-2.4	-4	-2	8	2.7	-5	-1.0	2	0	-3.2
CC(=O)Nc1ccc(NC(=O)C2CCCCC2C(=O)O)cc1 (configuration not stated)	-0.8	8	-13	14	3.3	1	-2.0	7	-3	-1.1
CCOCc1cc(C2NC(=O)NC(C)=C2C(=O)OCC)ccc1OC (configuration not stated)	2.2	10	-12	/	1.0	1	-1.8	-2	/	0.1
CC(=O)c1ccc(OCc2ccc(C(=O)c3ccccc3)cc2)cc1	1.5	-3	-15	/	4.4	-19	0.2	2	-5	-0.2
CCOC(=O)C1=C(CC)Nc2ccccc2N=C1NC(=O)c1oc2ccccc2c1C	1.1	-2	-8	-15	2.4	-7	3.2	11	-3	-0.8
Cn1cnnc1SCC(=O)Nc1ccccc1Sc1ccccc1	1.3	0	7	-9	1.1	-3	1.8	-2	-1	-0.6
O=C(COc1cc(F)ccc1[N+](=O)[O-])Nc1cccc(Br)c1	2.4	0	8	-11	1.5	-2	-3.9	3	10	0.0
CCCC(=O)Nc1c(-c2ccccc2)c(=O)c(C)nn1-c1ccc(C)cc1	3.4	-3	-13	-12	2.5	-6	-0.8	0	1	-1.3
C/C(=N\NC(=O)c1cccc([N+](=O)[O-])c1)c1cccnc1	0.6	-18	26	/	2.2	-3	-1.3	5	-1	-1.2
CC1(C)CC2(CCO1)CNC(=O)O2 (configuration not stated)	-0.3	16	14	22	0.3	1	-0.6	-7	/	0.4
COc1cccc(/C=N\NC(C)=O)c1OC/C=C/c1ccccc1	/	-8	-10	-28	2.8	-3	/	0	-2	-0.6
COc1ccc(NC(=O)Cn2nnc(C(=O)NCCc3ccc(OC)c(OC)c3)c2N)cc1	-0.7	4	-9	-10	-0.7	-1	-0.3	-10	-2	-1.2
CC(C)(C)OC(=O)NCCCC[C@H](NC(=O)c1[nH]cnc1C(=O)N[C@@H](Cc1ccccc1)C(=O)OCc1ccccc1)C(=O)OC(C)(C)C	1.2	1	-11	-8	4.3	-4	0.2	3	-13	-1.5
CC1CCN(S(=O)(=O)c2cccc(-c3cn4cc(Cl)ccc4n3)c2)CC1	2.8	5	-11	31	1.7	-6	-2.5	-1	/	0.3
CCCCc1c(O)nc(SCC(=O)NCCc2ccc(OC)c(OC)c2)[nH]c1=O	2.7	14	11	-9	1.4	-4	-1.5	-8	5	-0.4

(list continues)
SMILES	AddAB inh	Rtt109 HAT inh	PvdQ acylase	PfHsp90 set2	phage Ecoli inh	DAGLB inh	E coli growth	Tat transport	Wnt act	CAL PDZ inh
Cc1cc(=O)n2nc(N3CCC(C(=O)NCc4ccccc4Cl)CC3)sc2n1	3.1	20	4	-8	0.8	-3	2.1	0	0	-1.0
CC(CN1CCOCC1)OC(=O)COc1ccc(F)cc1 (configuration not stated)	-2.0	-1	3	14	0.3	2	0.2	0	0	-0.8
Cc1cccc(CCNC(=O)Cc2ccc(NC3=NC4CS(=O)(=O)CC4S3)cc2)c1 (configuration not stated)	-0.3	-12	-11	23	4.5	0	-0.6	1	-2	-0.3
CCc1ccc(NC(=O)CNS(=O)(=O)c2c(C)noc2C)cc1	1.7	8	3	7	0.2	-8	-1.9	3	-2	-0.2
COc1ccc(C(=O)N(C)CCCC2CCCC2)cc1OC1CCN(C(C)C)CC1	-0.1	5	-4	26	-0.4	0	0.8	3	-3	-0.9
O=C(Nc1cccc(S(=O)(=O)N2CCCCC2)c1)c1ccc2c(c1)OCO2	2.8	1	4	-17	2.3	1	6.0	6	-1	-1.7
O=C(Nc1ncn[nH]1)c1ccc(Cl)c(S(=O)(=O)N2CCCCCC2)c1	0.5	6	1	/	0.6	1	-2.5	-4	10	-0.8
O=C(N/N=C/c1cccc(Oc2ccccc2)c1)c1cccc(O)c1	/	6	-6	-4	-0.6	-2	/	2	6	-1.9
CCc1noc(C)c1C(=O)Nc1ccc(S(=O)(=O)N2CCCCC2)cc1	1.0	9	0	10	7.5	-1	-0.3	3	1	-2.1
CC1CCN(c2ccc3nnc(CCC(=O)NCCCOC(C)C)n3n2)CC1	-1.1	-3	-12	-2	2.6	-2	-0.3	0	-1	0.0
N#CCCN(C(=O)COC(=O)c1cc(=O)c2ccccc2o1)c1ccccc1	1.1	-1	-7	-5	1.6	1	-0.3	-4	-1	0.3
CCN(CC)C(c1ccc(F)cc1)c1nnnn1C1CCCCC1 (configuration not stated)	-0.2	0	15	3	2.5	-4	0.0	11	1	-0.3
CCCCN(CC)CCCNC(=O)C1c2ccccc2C(=O)N(C)C1c1cn(C)c2ccccc12 (configuration not stated)	1.3	3	-20	-28	0.8	3	-2.5	14	-2	-1.3
